# Source: PubChem BioAssay
# KDM5B inh – Primary screen for KDM5B Histone Demethylases FDH-coupled qHTS; Potency, µM (titrated, usually from 57.7 µM), for inactives: at the highest dose activity change, negative = inhibition, usual class: inhibitors; 2.6% of 220,000 active; KDM5B demethylase, FDH-coupled NADH fluorescence (FDH is formaldehyde dehydrogenase); AID 1347165, 2019; active = well fitted inhibition curve with a large enough effect; inconclusive = small, poorly fitted or top-dose-only effect; inactive = no such curve, though single readings can be large or run the other way; also: 0% is about no effect; nearly all actives have a fitted effect of over 70% in size
# Target sequence (Q9UGL1 whole entry, looked up): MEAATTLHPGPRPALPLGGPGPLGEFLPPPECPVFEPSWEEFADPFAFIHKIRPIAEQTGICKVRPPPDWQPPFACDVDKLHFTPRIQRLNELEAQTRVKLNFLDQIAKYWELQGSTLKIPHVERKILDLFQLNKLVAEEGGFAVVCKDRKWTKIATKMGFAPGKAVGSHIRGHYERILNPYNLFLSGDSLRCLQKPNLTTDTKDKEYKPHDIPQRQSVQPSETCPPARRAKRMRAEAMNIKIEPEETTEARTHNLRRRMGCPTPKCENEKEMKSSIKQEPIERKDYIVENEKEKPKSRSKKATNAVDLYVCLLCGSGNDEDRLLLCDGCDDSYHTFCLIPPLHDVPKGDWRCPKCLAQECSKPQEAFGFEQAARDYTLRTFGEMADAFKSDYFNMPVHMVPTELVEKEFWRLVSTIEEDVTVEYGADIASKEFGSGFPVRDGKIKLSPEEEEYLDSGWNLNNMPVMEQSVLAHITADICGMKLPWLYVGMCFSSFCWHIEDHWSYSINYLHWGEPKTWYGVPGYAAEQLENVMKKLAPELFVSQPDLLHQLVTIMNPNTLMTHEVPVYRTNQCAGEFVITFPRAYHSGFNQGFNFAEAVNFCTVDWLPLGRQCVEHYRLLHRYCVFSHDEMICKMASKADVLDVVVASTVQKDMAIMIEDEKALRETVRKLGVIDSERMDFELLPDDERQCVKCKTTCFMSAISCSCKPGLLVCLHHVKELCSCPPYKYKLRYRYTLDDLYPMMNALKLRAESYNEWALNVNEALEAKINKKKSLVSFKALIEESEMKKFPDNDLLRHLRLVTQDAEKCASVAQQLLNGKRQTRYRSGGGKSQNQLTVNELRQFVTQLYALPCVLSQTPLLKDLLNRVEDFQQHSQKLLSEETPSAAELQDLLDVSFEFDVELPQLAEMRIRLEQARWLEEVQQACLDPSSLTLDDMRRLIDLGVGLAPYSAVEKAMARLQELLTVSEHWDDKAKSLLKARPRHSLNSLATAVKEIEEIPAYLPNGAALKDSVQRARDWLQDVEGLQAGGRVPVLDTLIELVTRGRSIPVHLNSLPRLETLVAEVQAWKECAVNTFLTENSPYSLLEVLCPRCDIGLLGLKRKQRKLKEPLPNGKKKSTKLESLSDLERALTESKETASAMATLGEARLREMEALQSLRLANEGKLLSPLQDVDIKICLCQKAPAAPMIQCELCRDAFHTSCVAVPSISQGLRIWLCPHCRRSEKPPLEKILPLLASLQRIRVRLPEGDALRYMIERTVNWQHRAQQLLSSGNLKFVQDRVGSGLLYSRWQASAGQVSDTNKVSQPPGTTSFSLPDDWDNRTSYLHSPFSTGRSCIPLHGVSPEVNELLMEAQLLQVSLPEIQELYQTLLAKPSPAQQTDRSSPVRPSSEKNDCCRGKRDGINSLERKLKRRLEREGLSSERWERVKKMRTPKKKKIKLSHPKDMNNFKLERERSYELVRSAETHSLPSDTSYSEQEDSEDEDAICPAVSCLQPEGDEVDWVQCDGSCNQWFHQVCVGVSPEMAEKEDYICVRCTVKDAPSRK
#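 KDM5BΔAP (200 nM final) in 50 mM HEPES pH 7.5, 0.01% Tween-20 was preincubated 10 min at RT with compound over a concentration range. Substrate mix (H3K4me3 12.5 µM, α-KG 25 µM, Fe²⁺, ascorbate, NAD⁺, FDH) was added, and NADH fluorescence change over 30 min gave dose-response curves.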
# Active calls of the source: *; ? = inconclusive; & = joins results of further samples; [ ] = another dose, or the depositor's remark. Potency is read from the fitted curve at half-maximal effect. Not all compounds are listed; the hit share may differ from the screen's.
SMILES,KDM5B inh
CCN(Cc1cccc(F)c1)C(=O)Cn1nnn(-c2cccs2)c1=O,12.4%
CCN(C(=O)c1cccs1)c1nc(-c2ccc(C)cc2)cs1,22.8%
O=C(C[C@H]1NC(=O)c2ccccc2NC1=O)Nc1nc(-c2ccncc2)cs1,11.0%
COC[C@@H]1CN(C(=O)c2ncccc2C)C[C@H]1c1nc(C2CC2)no1,-1.6%
CN(C)C(=O)C1CCCN(c2nc3ncccc3o2)C1 (stereo not drawn),25.1µM*
CCOC(=O)c1cc(OC(=O)c2ccc(C)cc2)n(-c2ccccc2)n1,-29.2%
COc1ccc(Nc2nc(COC(=O)c3ccc4c(c3)C(=O)N(C)C4=O)cs2)cc1,6.4%
CC1(CNC(=O)c2n[nH]c3ccccc23)CCOCC1,-37.6%
Cc1ccc(C)c(S(=O)(=O)N2CCN(C(=O)CN3C(=O)NC(C)(C)C3=O)CC2)c1,30.1%
CCOC(=O)c1cnc2cc(C(F)(F)F)ccc2c1Nc1cc(C)ccc1OC,-26.1%[11.5 µM]
COc1cccc(OC)c1NC(=O)C1CCCN1C(=O)Nc1ccccc1F (stereo not drawn),13.6%
CCc1nc2c(c(-c3ccc(OC)cc3)n1)CCN(C(=O)c1ccc(C)cc1)CC2,14.1%[115 µM]
COc1ccc(NC(=O)CSc2nnc(CN3CCOCC3)n2C)cc1Cl,14.8%
Cc1ccc(CNC(=O)c2ccccc2NS(=O)(=O)c2ccc(Cl)nc2)cc1,?
O=C1CCC2(CCCO2)CCN1Cc1ccccc1F (stereo not drawn),32.9%
COc1ccc(/C(=N/OC(=O)c2ccccc2Cl)c2nccc3cc(OC)c(OC)cc23)cc1OC,?
O=C(Nc1ccccc1C(F)(F)F)c1c(Cl)cccc1Cl,-7.7%
O=C(CN(c1cccc(Br)c1)S(=O)(=O)c1ccccc1)N1CCc2ccccc2C1,-28.5%
O=C(CCC[C@H]1NC[C@@H]2C[C@H]1CN(Cc1ccccc1)C2)NCCN1CCCCC1,-17.2%
O=C(NCc1ccco1)c1ccc(CN2C(=O)NC3(CCS(=O)(=O)CC3)C2=O)cc1,-26.3%
COC(=O)CCN(C)Cc1sccc1C,15.0%
O=C(/C=C/c1ccc(Cl)cc1)N1CCC(c2nc3ccccc3o2)CC1,?
O=C(Nc1ccc(C(=O)OCc2cc(=O)n3ccsc3n2)cc1)c1cccc(F)c1,-1.7%
O=C(c1ccc(C#Cc2ccccc2)cc1)N1CCN(C/C=C/c2ccccc2)CC1,-9.1%
O=C(c1ccc2nc(-c3ccccc3)cn2c1)N1CCOC(C(F)(F)F)C1 (stereo not drawn),31.6µM*
CS(=O)(=O)N1CCCN(C(=O)C2(c3ccccc3)CC2)c2ccccc21,0.3%
O=C(CN1C(=O)NC2(CCS(=O)(=O)CC2)C1=O)Nc1ccc(Cl)cc1F,0.0%
O=C1Nc2ccccc2CC12CCN2Cc1ccsc1 (stereo not drawn),27.4%[86.2 µM]
COc1ccc(NC(=O)c2c(C)oc3ccc(O)c(CN4CCCCCC4)c23)cc1,-10.9%
CC1(C(=O)NCCCn2ccnc2)CCc2cnc(NCc3ccccc3)nc21 (stereo not drawn),39.8µM*
CCS(=O)(=O)N1CCc2cc(C(=O)Nc3cccc(NC(C)=O)c3)ccc21,6.2%
COc1ccc(-n2c(=O)c3ccccc3n(CC(=O)Nc3ccccc3OC)c2=O)cc1,11.9%&19.3%&1.4%
Cc1ccc(O)c(-c2n[nH]c3c2C(c2ccccc2F)N(Cc2ccco2)C3=O)c1 (stereo not drawn),14.9%
Cn1nc(C(=O)NC2CCCCCC2)c(Cl)c1C(F)(F)F,2.3%
Cc1ccc(-c2c(C)nn3c2NC(=O)CCC3=O)cc1S(=O)(=O)NCc1ccc(F)cc1,16.1%
Cc1ccc(C)c(NC(=O)Cn2cc(S(=O)(=O)NC(C)C)c(S(=O)(=O)NC(C)C)c2)c1,2.5%
Nc1cc(N2CCN(C(=O)C3CCOCC3)CC(O)C2)ncn1 (stereo not drawn),7.2%
Cc1ccsc1CNCC1CCCO1 (stereo not drawn),2.5%
CC(C)NC(=O)c1ccccc1OCC1CCCN(Cc2cccnc2)C1 (stereo not drawn),-1.4%
Fc1ccc(CN2CC[C@H](c3nnc(Cc4ccccc4)o3)C2)cc1F,6.7%[86.2 µM]
CC(C)C1NC(=O)N(Cc2coc(-c3cccc(F)c3)n2)C1=O (stereo not drawn),11.8%
O=C(Nc1nc2cc3c(cc2s1)OCCO3)C1=COCCO1,12.6%
COc1ccccc1NC(=O)CSc1ncc2c(n1)-c1ccccc1N(Cc1ccccc1C)S2(=O)=O,-14.6%
O=C(NCCc1noc(C(F)(F)F)n1)[C@H]1CCC[C@H](O)C1,-14.8%
COc1ccc(C(CNC(=O)Cc2ccc(Cl)cc2)N2CCOCC2)cc1 (stereo not drawn),10.0%
Cc1nnc([C@H]2CCN(Cc3cnc4ccccc4c3)C2)o1,?
O=[N+]([O-])c1ccc(O)c2cccnc12,-20.8%
COCCOCc1nc(C2CCCN2C(=O)Cc2cccc(F)c2)no1 (stereo not drawn),10.3%
O=C(NCCc1ccc(Cl)cc1)C1CN(c2cccc(Cl)c2)C(=O)N1 (stereo not drawn),-20.5%&-15.4%
CC12CC3CC(C)(C1)CC(NC(=O)c1cccc4c(Br)cccc14)(C3)C2,9.4%
Cc1cccc(CN2CCCCCNC(=O)CC2c2ccccc2)c1 (stereo not drawn),33.0%
CC(Sc1cccc2cccnc12)C(=O)NC(=O)NC1CC1 (stereo not drawn),?
Cc1cc(OC(C)C(=O)Nc2cccc(-c3nc4ccccc4o3)c2)cc(C)c1Cl (stereo not drawn),?
CCn1c(=O)c(C(=O)CC#N)c(N)n(Cc2ccccc2)c1=O,-13.1%
Cc1ccccc1C(CC(=O)NCc1cccnc1)c1ccccc1 (stereo not drawn),4.2%
Cc1ccc(S(=O)(=O)c2[nH]c(-c3ccccc3)nc2SCC(=O)O)cc1,-29.1%
Cc1ccc(CS(=O)Cc2cccc(F)c2)cc1 (stereo not drawn),6.2%
COc1cc2oc(=O)c(CC(=O)NCCCN(C)C)c(C)c2cc1Cl,?
Cc1ccc(S(=O)(=O)c2c(Nc3cc(C)ccc3C)sc(C(=O)c3ccc4c(c3)OCO4)c2N)cc1,-17.9%
O=C(Nc1ccncc1)c1ccnc(-c2nnc3ccc(N4CCOCC4)nn23)c1,-21.1%[86.2 µM]

# Shown as a hit in KDM5B inh, among the entries above:
SMILES,KDM5B inh
CN(C)C(=O)C1CCCN(c2nc3ncccc3o2)C1 (stereo not drawn),25.1µM*
O=C(c1ccc2nc(-c3ccccc3)cn2c1)N1CCOC(C(F)(F)F)C1 (stereo not drawn),31.6µM*
CC1(C(=O)NCCCn2ccnc2)CCc2cnc(NCc3ccccc3)nc21 (stereo not drawn),39.8µM*

# Next part.
SMILES,KDM5B inh
O=C(NCC1(c2ccccc2)CCCC1)c1ccc(S(=O)(=O)N2CCCC2)cc1,-10.6%
Cc1cccc(C)c1NC(=O)COC(=O)CSc1ccc2ccccc2c1,-0.4%
CNc1ncc(CN(C)C(=O)CCc2cc3n(n2)CCCNC3)cn1,?
COc1cc(CO)ccc1OCc1ccc(Cl)nc1,38.2%[activator]
COc1ccccc1C(CNC(=O)c1cccc(S(=O)(=O)Nc2ccc(F)cc2)c1)N(C)C (stereo not drawn),-1.0%
COc1ccc([C@@H](NC(=O)c2ccc3ncsc3c2)C2CC(O)C2)cn1 (stereo partly drawn),-0.1%
CCc1ccc(-c2nc3cc(NC(=O)c4ccc(C)c(C)c4)ccc3o2)cc1,-10.5%
O=C1CC(NC(=O)c2ccc(Cl)cc2)C(=O)N1 (stereo not drawn),43.2%
CC(C)(C)OC(=O)NCCC(=O)NC1CCCC1,-2.8%
Cc1nc2n(c(=O)c1C)CN(Cc1cccnc1)CN2c1ccc(Cl)cc1Cl,12.7%
CCN1C(=O)C2(CCN(S(=O)(=O)c3ccc(C)cc3)CC2)c2ccccc21,17.8%
COC(=O)CNc1ccccc1,-22.9%
Cc1ccccc1N(C)C1CN(Cc2ccc(C(F)(F)F)cc2)C1,-2.8%[149 µM]
CNC(=O)NC(=O)COC(=O)c1ccc2c(=O)n3c(nc2c1)CCCCCC3,-9.4%
Cc1ccc(Cl)cc1N1CCN(C(=O)c2noc3c2CCc2sccc2-3)CC1,-2.0%

# Part of the list above, with bars between the fields:
Compound | KDM5B inh
COC(=O)CCN(C)Cc1sccc1C | 15.0%
O=C(/C=C/c1ccc(Cl)cc1)N1CCC(c2nc3ccccc3o2)CC1 | ?
O=C(Nc1ccc(C(=O)OCc2cc(=O)n3ccsc3n2)cc1)c1cccc(F)c1 | -1.7%

# Returning to the listing, repeating the 2 entries before the break.
SMILES,KDM5B inh
CNC(=O)NC(=O)COC(=O)c1ccc2c(=O)n3c(nc2c1)CCCCCC3,-9.4%
Cc1ccc(Cl)cc1N1CCN(C(=O)c2noc3c2CCc2sccc2-3)CC1,-2.0%
Nc1cc(N)nc(SCCC(=O)Nc2cccc(Cl)c2)n1,9.4%
Cc1cccc(-c2[nH]ncc2CNC(=O)c2cccc(N(C)C)c2)c1,28.2µM*
CC1CCN(Cc2ccc(C(=O)O)cc2)CC1,12.4%
CCn1cnnc1-c1nn(C)c2c1CN(C(=O)c1n[nH]c(=O)c3ccccc13)CC2,-17.0%
CCc1nc2c3cnn(-c4cc(Cl)ccc4C)c3ncn2n1,9.8%
Cc1ccccc1NC(=O)c1sc2nc(N3CCOCC3)c3c(c2c1N)CC(C)(C)OC3,?
CC(=O)N1CC[C@H]2COC(=O)N2c2cc(C)ccc2C1,-28.0%[115 µM]
Clc1ccc2oc([C@H]3CCN(Cc4ccccn4)C3)nc2c1,?
FC1(F)CN[C@H](c2nc(-c3ncccn3)no2)C1,?
NC(=O)c1ccc(CNC(=O)c2ccccc2Nc2ccccc2)cc1,8.7%
Cc1cccc(C)c1NC(=O)CNC(=O)Cc1nc(-c2ccccc2)oc1C,?
O=C(CSc1n[nH]c(=O)n1Cc1ccco1)c1ccc(F)cc1,9.4%
CN(Cc1ccsc1)C(=O)CCc1ccccc1,20.1%
N#Cc1ccc(C(=O)N2CCN(c3nc4ccc(F)cc4s3)CC2)cc1,-4.8%
O=C1CC(c2ccccc2)N(C(=O)CNC(=O)c2cc3ccccc3[nH]2)CCCCCN1 (stereo not drawn),?

# Structures shown so far that contain bromine (2):
SMILES,KDM5B inh
O=C(CN(c1cccc(Br)c1)S(=O)(=O)c1ccccc1)N1CCc2ccccc2C1,-28.5%
CC12CC3CC(C)(C1)CC(NC(=O)c1cccc4c(Br)cccc14)(C3)C2,9.4%

# Continued.
SMILES,KDM5B inh
Cc1ccc(C(=O)OC(C)CN2CCN(C)CC2)cc1 (stereo not drawn),?
O=C(CNc1cccc(Br)c1)N(C1CCCCC1)C1CCS(=O)(=O)C1 (stereo not drawn),-11.2%
Cn1nccc1C(=O)N1CCC(Oc2nccnc2N2CCOCC2)C1 (stereo not drawn),-12.5%
CC1(C)CC(NC(=O)c2cc(S(=O)(=O)N3CCCCC3)ccc2Cl)CC(C)(C)N1,15.7%
Cc1ccc(CNC(=O)C2CCCCN2S(=O)(=O)c2ccccc2)cc1 (stereo not drawn),18.5%
COc1ccc(CN2CCc3nn(C)c(=O)n3CC2)cc1Cn1cccn1,-10.7%
COc1ccc(-c2nc(C)c(CCNC(=O)C(=O)Nc3cc(C)cc(C)c3)s2)cc1OC,-19.1%
O=S(=O)(c1ccccc1F)N1CC(c2nnc(-c3ccncc3)o2)C2(CCOCC2)C1 (stereo not drawn),-8.8%
COc1ccc(NC(=O)C(NC(=O)/C=C\c2ccc3c(c2)OCO3)c2ccc(OC)cc2)cc1 (stereo not drawn),?
Cc1ccnc2nc(C(=O)OCC(=O)c3c[nH]c4ccccc34)nn12,0.7%
CN(c1ccccc1)c1cc(=O)c2ccnc(Nc3cccc([S+](C)(=O)[O-])c3)c2o1,?
O=c1c2sc3ccccc3c2n(Cc2cccc(C(F)(F)F)c2)c(=O)n1Cc1ccccc1,?
CC(=O)N1CCC(NC[C@@H]2C=C(C)[C@H](Cc3nc4ccc(F)cc4[nH]3)C[C@H]2C(C)C)CC1,9.4%
CN(CCC(O)c1ccccc1)C(=O)c1coc(Cn2cnc3ccccc32)n1 (stereo not drawn),43.4%[activator]
Cc1cc(Br)ccc1NC(=O)c1nc2ccccc2nc1N1CCN(C)CC1,4.0%
COc1ccc(N2CCN(CC(O)COc3cc(C)cc(C)c3)CC2)cc1 (stereo not drawn),-27.3%
CC1CCN(C(=O)C[C@@H]2c3nc(NC(=O)c4ccnc(Cl)c4)sc3C[C@@H]3[C@](C)(CO)[C@H](O)CC[C@]32C)CC1,2.1%
COc1ccc(OCC(=O)Nc2ccc(-c3nc4cc(C)cc(C)c4o3)cc2)cc1,?
N#Cc1nc(-c2ccccc2)oc1N1CCN(C(=O)c2ccccc2F)CC1,?
CN(C(=O)c1ccccc1Br)C(C)(C)C,21.2%
Cc1ccc(NC(=O)CSc2nncn3c2cc2sccc23)cc1F,?
Cc1nc2ccc(C(=O)NCc3ccccn3)cc2nc1C,1.2%
COc1ccc(S(=O)(=O)Nc2ccccc2C(=O)N2CCOCC2)cc1C,-4.7%
CCN1c2cc(C(=O)Nc3ccc(C)c(F)c3)ccc2C(=O)N2CCCCC21 (stereo not drawn),?
O=C(NCC1CCCCC1)c1ccc(CN2C(=O)NC3(CCS(=O)(=O)CC3)C2=O)cc1,13.0%
O=C(COc1ccccc1-c1noc(-c2cccc(Cl)c2)n1)N1CCCCCC1,24.0%
Fc1ccc(CN2Cc3[nH]cnc3C[C@H]2c2nc(-c3ccc(Cl)cc3)no2)cc1,?
COc1ccc(N2CC(NC(=O)C3CCCC3)CC2=O)cc1OC (stereo not drawn),0.6%
COC(=O)[C@H](C(C)C)N1Cc2nnn(CC3CCCCC3)c2-c2ccccc2S1(=O)=O,23.1%
